HT1080 viability: HT1080 cell viability loss – fluorescence readout (AID 620) | cytotoxicity, % at 10 µM, or EC50 in µM where a hit was titrated | 87,000 compounds, 0.42% hits | HT1080 viability, fluorescence; higher % means a stronger effect; in the data active = cytotoxicity above about 50%;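 note: cells exposed to compound overnight then 4 h with Alamar Blue; 0% = vehicle DMSO and 100% = killing control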
Numbers without * were called inactive; & = joins results of further samples. This is a subset; count on the stated rates, not on these rows.

Structure | HT1080 viability
CCOC(=O)C1=C(CCc2ccccc2)NC(=O)NC1c1ccc(C#N)cc1 (stereo unspecified) | -6%
COc1cc(C)c(S(=O)(=O)n2nnc3ccccc32)cc1C | 1%
CCCCN(CC)C(=O)CN1C(=O)c2ccccc2C1=O | -18%
O=c1cc(O)n(-c2ccccc2)c(=S)[nH]1 | 34%
O=C(NCCc1ccccc1)c1cc2sccc2n1Cc1ccccc1 | -11%
COn1c(=O)c(=O)n(O)c2ccccc21 | -6%
CCC(C)c1ccc(NC(=O)c2cccs2)cc1 (stereo unspecified) | 3%
O=C(NCc1ccc2c(c1)OCO2)c1cc(-c2ccccc2Cl)on1 | -24%
COc1ccc(-c2c(C)nn(-c3ccccc3)c2N)cc1OC | 9%
CCN(CC)c1ncnc2sc3c(c12)CCC3 | -29%
CC(NC(=O)CSc1nc2c(c(C(F)(F)F)n1)CCc1ccccc1-2)c1ccccc1 (stereo unspecified) | -20%
COc1ccccc1CCNC(=O)CCSc1nc(-c2ccco2)cc(C(F)(F)F)n1 | -8%
Cc1ccc(OCC(=O)Nc2ccccc2N2CCOCC2)c(C)c1 | -6%
Cc1c(=O)n(OCc2cccc(F)c2)c2ccccc2[n+]1[O-] | -2%
COc1ccc(Oc2cc(C)c3cccc(C)c3n2)cc1 | -4%
COC(=O)[C@@]1(Cc2ccc(OC)cc2)[C@H]2c3cc(C(=O)N(C)C)n(C[C@H](O)CO)c3C[C@H]2CN1C(=O)c1ccccc1 | -16%
O=C(Cc1ccc(-n2cccc2)cc1)NC1CCCCCC1 | -22%
CCC(c1nnc(SCC(=O)NC23CC4CC(CC(C4)C2)C3)o1)N(C)C (stereo unspecified) | 11%
O=C(Cn1nc(C(F)(F)F)c2c1CCC2)NCc1ccc(Cl)cc1 | -13%
COc1cc(S(=O)(=O)NCc2cccnc2)ccc1F | 9%
Cc1sc2nc(C(C)(C)C)oc(=O)c2c1C | -2%
O=C(Nc1ccccn1)C1COc2ccccc2O1 (stereo unspecified) | -6%
Cc1ccc(-c2cc(C(F)(F)F)n3ncc(C(=O)N4CCCc5ccccc54)c3n2)cc1 | 3%
Cc1nc(-c2coc3c(CN(C)C)c(O)ccc3c2=O)cs1 | -1%
COc1ccc(C(=O)Nc2ccc(F)cc2F)cc1OC | -6%
COC(=O)c1ccc(C(NC(=O)OCc2ccccc2)/C(C)=C/[C@@H](C)C(=O)NCc2cc(C)on2)cc1 (stereo partly specified) | -20%
CCSc1nnc(NC(=O)COc2ccc3ccccc3c2)s1 | -10%
Cc1cc(NS(=O)(=O)c2ccc(Nc3nc(-c4sc(NC(=O)c5ccccc5)nc4C)cs3)cc2)no1 | 24%
c1ccc(CNc2nc(N3CCOCC3)nc(N3CCOCC3)n2)cc1 | 4%
Cc1ccc(Cl)cc1NC(=O)COC(=O)C12CC3CC(CC(C3)C1)C2 | -6%&3%

3 compounds out of the list, sorted by formula weight, ascending:
Structure | HT1080 viability
COc1ccc(-c2c(C)nn(-c3ccccc3)c2N)cc1OC | 9%
c1ccc(CNc2nc(N3CCOCC3)nc(N3CCOCC3)n2)cc1 | 4%
O=C(NCCc1ccccc1)c1cc2sccc2n1Cc1ccccc1 | -11%

Other compounds follow:
Structure | HT1080 viability
CCOC(=O)c1c(N2CCCCC2)c2ccccc2[nH]c1=O | 9%
CC(C)OC(=O)Cn1nnc2c(cnn2-c2ccccc2)c1=O | -17%
COc1ccc(OCCc2nnc(N)s2)cc1 | -4%
S=C(c1ccc2c(c1)OCO2)N1CCCCC1 | -6%
O=C(/C=C/c1ccccc1)CC(O)(c1ccccc1)C(F)(F)C(F)F (stereo unspecified) | 0%
COc1cccc(N(CC(=O)N2CCN(c3ccccc3OC)CC2)S(C)(=O)=O)c1 | 0%
CCCn1c2ccccc2c2nnc(SC(CC)C(=O)Nc3cc(C)on3)nc21 (stereo unspecified) | -14%
COc1ccccc1Oc1nc(-c2ccccc2)cc(C)c1S(C)(=O)=O | -8%
Cc1cc2cc(CN(Cc3cccs3)C(c3nnnn3C(C)(C)C)C(C)C)c3nnnn3c2cc1C (stereo unspecified) | 2%
CCCCNC(=O)CC(C(=O)N1CCc2ccccc21)n1ccnc1 (stereo unspecified) | -2%
COC(=O)c1c(C)[nH]c(C)c1-c1ccc(C)cc1 | -1%
Cc1ccc(-c2cc3nc(-c4ccccc4)cc(N4CCC5(CC4)OCCO5)n3n2)cc1 | -6%
Cc1cc(N2CCOCC2)c2c(N)cc(C)c(C)c2n1 | 1%
Cc1ccc(S(=O)(=O)N2CC3(C)CN(S(=O)(=O)c4ccc(C)cc4)CC(C)(C2)C3)cc1 | -1%
Cc1ccc(-c2n[nH]c(=S)n2-c2ccccc2)cc1 | -2%
CCOc1ccc(OCC)c(S(=O)(=O)N2CCC(C)CC2)c1 | -6%
CCOc1cc(/C=N/O)cc(Cl)c1OC | -4%
Cc1cc(=O)n2ccccc2c1C#N | -16%
O=C(c1ccco1)N1CCN(c2ncnc3c2nnn3Cc2ccccc2Cl)CC1 | 2%
CCC1(CC)Cc2ccccc2-c2nc(-c3ccccc3)oc(=O)c21 | -2%
COc1ccc(CNC(=O)COC(=O)c2c(-c3c(F)cccc3Cl)noc2C)cc1OC | -21%
COc1cccc(OC)c1NC(=O)CN1CCC(NC(=O)c2cccc(F)c2)CC1 | 6%
O=C1c2ccccc2CCC12N=NCC2c1ccc(Cl)cc1 (stereo unspecified) | -26%
CC1=CC(c2ccccc2)n2nc(N3C(=O)CCC3=O)nc2N1 (stereo unspecified) | -10%
CCOc1nc(NCCN2CCOCC2)nc(NC(C)C)n1 | -4%
C[C@@H](C(=O)NCCc1c[nH]c2ccccc12)[C@@H]1C[C@@]1(C)[C@@H](NC(=O)OCc1ccccc1)c1ccccc1 | 1%
CC(=O)NC1C(=O)N(C)c2ccc(Br)cc21 (stereo unspecified) | -16%
CC(C)(C)C(=O)C(Cc1ccccc1)n1cncn1 (stereo unspecified) | 0%
CN(CC(=O)N1CCCC1)S(=O)(=O)c1ccc(Cl)cc1 | 8%
Cc1nnc(C)c2c(C)n(C(c3ccccc3)c3ccccc3)c(C)c12 | -12%

Continuation.
Structure | HT1080 viability
O=C(c1ccc2ccccc2c1)N1CCN(c2ccc(C(F)(F)F)cn2)CC1 | 0%
CCC1CCCCN1CCCNC(=O)C1CCC(Cn2c(=O)[nH]c3ccccc3c2=O)CC1 (stereo unspecified) | 12%
C=CCN1C(=O)[C@]2(c3ccccc31)C1CCCC=C1C(C#N)=C(N)C2(C#N)C#N (stereo partly specified) | -17%
Cc1ccc(-c2[nH]nc3c2C(c2ccsc2)C(C#N)=C(N)O3)cc1 (stereo unspecified) | -2%
Cc1ccc(Cl)cc1NC(=O)CC1NCCNC1=O (stereo unspecified) | 18%
COc1ccccc1N1CCN(S(=O)(=O)c2cccs2)CC1 | 3%
Cc1ccc(-n2c(C)nnc2SCC(=O)Nc2ccccc2)cc1 | -3%
O=c1c2ccccc2nc(N/N=C/c2ccccc2)n1O | 0%
Cc1cc(=O)[nH]c(N=N/C(=N/Nc2ccc(O)cc2)c2ccccc2)n1 | 12%
CCOC(=O)Nc1ccc(C)cc1C | 11%
CCn1cc(C(=O)N2CCN(c3cccc(Cl)c3)CC2)c2cc(OC)c(OC)cc2c1=O | -2%
Cc1[nH]n(-c2cccc(Cl)c2)c(=O)c1-c1ccccc1 | 22%
O=C(Nc1ccc2c(c1)nc1n2CCN(Cc2ccccc2)C1)NC1CCCCC1 | 29%
CC(C)CCn1c(Oc2ccccc2Cl)nc2c1c(=O)n(C)c(=O)n2C | -9%
COc1ccccc1C1CN(c2ccccc2)N=C1c1cccs1 (stereo unspecified) | -7%
COC(=O)c1ccc(S(=O)(=O)c2ccccc2)c(N)c1 | 29%
Cc1cc(-n2nc(C)cc2C)nc(NS(=O)(=O)c2ccccc2Cl)n1 | 19%
Cc1ccc(-c2cn(S(=O)(=O)c3ccc(C)cc3)nc2N)cc1 | 5%
CCN(CC)S(=O)(=O)c1ccc(NC(=O)c2ccc(N(C)S(C)(=O)=O)cc2)cc1 | 1%
O=C1C=C(NCCO)C(=O)c2cnccc21 | -15%
COc1cc(C(=O)OC(C)C(=O)NCC2CCCCC2)cc(NC(=O)c2ccco2)c1OC (stereo unspecified) | 7%
CC1CC(C)CN(C(=O)CCNS(=O)(=O)c2cccs2)C1 (stereo unspecified) | 2%
COC(=O)c1ccc(C(NC(=O)OCc2ccccc2)/C(F)=C/[C@@H](C)C(=O)N[C@@H](CO)Cc2ccccc2)cc1 (stereo partly specified) | -12%
CCOc1cccc(C(=O)Nc2nccs2)c1 | -2%
Cc1cccc(C)c1NC(=O)C(c1ccccc1)N1CCOCC1 (stereo unspecified) | -11%
O=[N+]([O-])c1cc(Cl)cc(C2=NCCN2)c1 | 9%
CC(=O)N(Cc1c(C#N)c2ccccc2n1C)c1ccccc1 | 18%
Cc1cccc(-c2nnc(SCC(=O)Nc3nc4c(s3)CCCC4)n2C)c1 | -5%
CC1(C)Cc2c(C#N)c(N3CCN(C(=O)c4ccccc4)CC3)nc(Cc3ccccc3)c2CO1 | -4%
COc1cc(NS(=O)(=O)c2ccc(C)c(C)c2)c(OC)cc1Cl | 2%

New compounds follow:
Structure | HT1080 viability
C/C(CC1(O)C(=O)Nc2ccccc21)=N\O (stereo unspecified) | -7%
Cn1c(NCc2c(O)ccc3ccccc23)nc2ccccc21 | 1%
CCN(CC)S(=O)(=O)c1ccc(N=Nc2c(C)[nH]n(C(N)=S)c2=O)cc1 | -1%
CC1CCCC(N2CCN(C(=O)c3cccc(F)c3)CC2)C1 (stereo unspecified) | -22%
CC1(c2ccccc2)CC(C)(C)N2C(=O)C3(C(C#N)=C(N)Oc4cc(O)ccc43)c3cccc1c32 (stereo unspecified) | -3%
Cn1nc(-c2ccccc2)c(COC(=O)c2cccc(Cl)c2)c1S(=O)(=O)c1ccccc1 | -8%
Cc1ccc(C)c(N2CCN(C(=O)c3ccc4nc(-c5ccco5)c(-c5ccco5)nc4c3)CC2)c1 | -7%
Cc1cc(NC(=O)CSc2nc(-c3ccc(Cl)cc3)cs2)no1 | -3%
CC1=CC(C)=Nc2ccccc2N1 | -1%
Cc1ccccc1NC(=O)COc1nsnc1N1CCOCC1 | -14%
O=C(c1ccccc1)N1CCCCC(S(=O)(=O)c2ccc3ccccc3c2)C1=O (stereo unspecified) | -13%
CN(N)C(=S)NCc1ccccc1 | -27%
O=C(c1cccs1)N1CCN(c2ncccn2)CC1 | -3%
CCCn1c(SCC(=O)c2cc(C)c(C)cc2C)n[nH]c1=O | 22%
COc1ccc(Oc2nnc(C)c3ccccc23)cc1 | -5%
Cc1ccc(C(=O)O/N=C(\N)c2ccc(Br)cc2)cc1C | -6%
CCCCN1C(=O)CC(Sc2ccccc2C(=O)O)C1=O (stereo unspecified) | -9%
CC(=O)Nc1cccc(NC(=O)CCc2ccccc2)c1 | 15%
CC(C)Cn1cnc2c1c(=O)n(CC(O)c1ccccc1)c(=O)n2CC(C)C (stereo unspecified) | -14%
OCCNc1nc(NCCC2=CCCCC2)nc(N2CCOCC2)n1 | -9%
Cc1ccc(C2C(C#N)C(C#N)N3CCCN23)cc1 (stereo unspecified) | -7%
COc1ccc(C)cc1NC(=O)Nc1ccc(Br)cn1 | 15%
O=C(c1cccs1)n1nc(-c2ccc(Cl)cc2)nc1NCc1ccco1 | -6%
Cc1nn(CC(=O)NCc2cccc3ccccc23)c(=O)c2ccccc12 | -11%
C=CCn1c(SCc2csc(C)n2)nc2sc3c(c2c1=O)CCC(C)C3 (stereo unspecified) | -9%
CCCCCCCCS(=O)C1CCS(=O)(=O)C1 (stereo unspecified) | -1%
COc1ccc2[nH]c(=O)c(CNc3ccccc3)cc2c1 | -3%
c1ccc(Nc2nc(N3CCOCC3)c3ccccc3n2)cc1 | -17%
COC(=O)c1ccc(NC(=O)C2CC(=O)N(c3ccc(C)cc3)C2)cc1 (stereo unspecified) | 18%
O=C(NNC1=C(C(=O)C(F)(F)F)CCC1)c1ccccc1Cl | -6%

Continuation:
Structure | HT1080 viability
COc1ccc2[nH]c(=O)c(CN(C(=O)c3cccnc3)c3ccc(C)cc3)cc2c1 | 5%
CCOC(=O)c1c(C)[nH]c(C(=O)CSc2nnc(-c3cccs3)n2Cc2ccccc2)c1C | 2%
COc1ccccc1-n1cnc2cc(NCc3ccccn3)ccc21 | -10%
Cc1ccccc1Cn1c(=O)n(CCCC(=O)NCc2ccco2)c(=O)c2sccc21 | 7%
CC(=O)NC(c1ccc(F)cc1)c1cccnc1 (stereo unspecified) | -7%
O=C(NC1CC2CCCC(C1)N2S(=O)(=O)c1ccccc1)c1ccco1 (stereo unspecified) | 4%
Cc1ccc(NC(=O)Nc2ccc(C(=O)N3CCOCC3)cc2)cc1 | 1%
NC(=O)CN1CCOCCOCCN(CC(N)=O)CCOCCOCC1 | -4%
O=C(CSc1nnc(-c2ccccc2)n1Cc1ccco1)Nc1ccc(S(=O)(=O)N2CCCC2)cc1 | -14%
CC1(C)Cc2c(cnn2-c2ccccc2)C(=O)/C1=N\NC(=O)c1ccncc1 | -7%
CC(Sc1nnc(-c2ccc(Cl)cc2Cl)n1Cc1ccccc1)C(=O)Nc1nccs1 (stereo unspecified) | 2%
O=C1OCCC1Sc1nnc(-c2ccc(O)cc2)o1 (stereo unspecified) | -11%
Cc1ccc(-c2csc3ncnc(NCCN4CCOCC4)c23)cc1 | -11%
COc1ccc(-c2nn(-c3ccccc3)cc2CO)cc1 | 6%

In another format: entries from further up.
canonical_smiles: O=C(CSc1nnc(-c2ccccc2)n1Cc1ccco1)Nc1ccc(S(=O)(=O)N2CCCC2)cc1
  HT1080 viability: -14%
canonical_smiles: O=C(NC1CC2CCCC(C1)N2S(=O)(=O)c1ccccc1)c1ccco1 (stereo unspecified)
  HT1080 viability: 4%
canonical_smiles: Cc1ccc(-c2csc3ncnc(NCCN4CCOCC4)c23)cc1
  HT1080 viability: -11%
canonical_smiles: CC(Sc1nnc(-c2ccc(Cl)cc2Cl)n1Cc1ccccc1)C(=O)Nc1nccs1 (stereo unspecified)
  HT1080 viability: 2%

Assay outcomes as filed in PubChem.
